STAT3 inh = inhibitors of IL-6 induced STAT3 signaling. U3A cells, IL-6 STAT3-luciferase reporter, luminescence; host cell line lacks STAT1. 190,000 tested, 0.89% active. AID 862. inhibition, % at 5.5 µM;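 active = inhibition above the mean inhibition across all screened compounds plus 3 SD, cut at about 44% in these data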;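 note: 0% = DMSO only wells and 100% = 100 µM nifuroxazide control wells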
PPARg SRC-1 ag = PPARgamma-driven SRC-1 recruitment agonism. PPARgamma-SRC-1 coactivator recruitment biochemical assay. activation, % at 8 µM. 200,000 tested, 0.41% active. P37231; in the data active = activation above about 19%;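 note: 0% = DMSO and 100% = reference agonist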
Target sequence (P37231 whole entry, looked up): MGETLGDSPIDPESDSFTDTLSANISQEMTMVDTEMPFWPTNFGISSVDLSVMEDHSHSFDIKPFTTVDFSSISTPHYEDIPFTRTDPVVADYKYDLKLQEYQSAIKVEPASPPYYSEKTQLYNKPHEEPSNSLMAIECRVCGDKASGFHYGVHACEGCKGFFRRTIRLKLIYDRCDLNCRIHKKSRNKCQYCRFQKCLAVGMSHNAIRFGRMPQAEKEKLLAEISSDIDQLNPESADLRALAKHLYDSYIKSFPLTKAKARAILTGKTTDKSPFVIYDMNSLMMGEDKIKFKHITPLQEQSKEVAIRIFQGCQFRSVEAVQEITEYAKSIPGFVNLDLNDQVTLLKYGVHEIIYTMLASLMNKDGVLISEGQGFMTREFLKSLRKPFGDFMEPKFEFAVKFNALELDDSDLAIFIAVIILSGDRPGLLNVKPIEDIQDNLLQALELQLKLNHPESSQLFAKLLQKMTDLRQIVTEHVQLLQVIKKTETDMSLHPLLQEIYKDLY
RAM inhibit = yeast RAM network inhibition; S. cerevisiae dse1pr::URA3 reporter, 5-FOA growth OD615, 2 d; analog-sensitive cbk1-as2 kinase mutant strain; inhibition, % at 50 µM; 190,000 tested, 1.8% active; AID 868;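 active = inhibition above a set limit, 3 SD over mean compound inhibition, cut at about 8.4% in these data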;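 note: 0% = DMSO-only wells with no growth and 100% = 10 µM 1-NA-PP1 full growth; inhibition rescues growth on 5-FOA so higher OD means more RAM inhibition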
S1P3 antagonist = S1P3 (human) receptor antagonism; Q99500; CHO S1P3 NFAT-BLA reporter, FRET fluorescence, antagonist mode; inhibition, % at 4.98 µM; 170,000 tested, 0.27% active;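 active = inhibition above the plate cutoff, the mean inhibition of test wells on that plate plus 3 SD, cut at about 28% in these data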;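 note: cells challenged with S1P at its EC80 of 0.8 µM; blue over green emission ratio from cleaved BLA substrate after 4 h stimulation; 0% = S1P-stimulated wells and 100% = unstimulated DMSO-only wells; some compounds past the cut are filed as inactive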
SRC2 TRFRET art = TR-FRET artefact, counter-screen to PPARgamma/SRC-2 agonist assay | TR-FRET ratio at 8 µM | AID 1049 | stronger effect = higher value | 200,000 tested, 0.4% active; in the data active = TR-FRET ratio above about 2000; note: inactives centre near 1500
PPARg SRC-2 ag = promotes SRC-2 coactivator recruitment by human PPARgamma. P37231. PPARgamma LBD-SRC-2 recruitment, biochemical. activation, % at 8 µM. 200,000 tested, 0.34% active. AID 1032; in the data active = activation above about 22%;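 note: 0% = vehicle and 100% = reference agonist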
STAT1 inh = reduces IFN-gamma driven STAT1 reporter signal; NIH 3T3 STAT1-luciferase reporter, luminescence; inhibition, % at 5.5 µM; 200,000 tested, 0.35% active; AID 920;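 active = inhibition above a set limit, the mean inhibition across all tested compounds plus 3 SD, cut at about 34% in these data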;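 note: 0% = IFN-gamma with DMSO and 100% = IFN-gamma with 300 µM nifuroxazide; values of inactives mirror those of a sister screen read the other way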
TLR4-MyD88 BLA = TLR4-MyD88 interaction inhibition in cells. HeLa CL3-4 TLR4/MyD88 BLA complementation, FRET ratio. inhibition, % at 8.4 µM. 200,000 tested, 0.18% active. AID 861; in the data active = inhibition above about 25%;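 note: 0% = vehicle and 100% = reference inhibitor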
STAT3 act = STAT3 signaling activation; U3A cells, IL-6 STAT3-luciferase reporter, luminescence; 100% = signal with IL-6 EC80 alone; activation (% of control), % at 5.6 µM; 190,000 tested, 0.91% active; AID 871;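 active = activation above the screen-wide mean of compound activation plus 3 SD, cut at about 130% in these data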;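 note: 0% = background luminescence of wells with medium and substrate only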
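Material: STAT3-luciferase reporter U3A cells. Controls: IL-6-treated wells, 100% activation. Read-out: % activation versus median of IL-6-stimulated wells. Probe or stimulus: IL-6 stimulus at 33 ng/mL final. Timing: compound 1 h, then IL-6 6 h at 37 °C. Signal: reporter luminescence signal.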
PPARg SRC-3 ag = agonists of human PPARgamma SRC-3 coactivator recruitment; biochemical PPARgamma/SRC-3 coactivator recruitment assay; activation, % at 8 µM; 200,000 tested, 0.26% active; P37231; AID 731; in the data active = activation above about 23%;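 note: 0% = DMSO and 100% = reference agonist; some compounds past the cut are filed as inactive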
ROMK primary = human ROMK K+ channel modulation, primary screen; P48048; Tet-inducible ROMK, thallium flux fluorescence; actives lie on both sides; B-score at 10 µM; 130,000 tested, 2% active; AID 1918;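 active = signal ratio slope over the read window, or its plate-corrected B-score, at least 3 SD from the plate mean, either direction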;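 note: B-score of the F/F0 ratio slope over 7 to 12 s after thallium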
Target sequence (P48048 whole entry, looked up): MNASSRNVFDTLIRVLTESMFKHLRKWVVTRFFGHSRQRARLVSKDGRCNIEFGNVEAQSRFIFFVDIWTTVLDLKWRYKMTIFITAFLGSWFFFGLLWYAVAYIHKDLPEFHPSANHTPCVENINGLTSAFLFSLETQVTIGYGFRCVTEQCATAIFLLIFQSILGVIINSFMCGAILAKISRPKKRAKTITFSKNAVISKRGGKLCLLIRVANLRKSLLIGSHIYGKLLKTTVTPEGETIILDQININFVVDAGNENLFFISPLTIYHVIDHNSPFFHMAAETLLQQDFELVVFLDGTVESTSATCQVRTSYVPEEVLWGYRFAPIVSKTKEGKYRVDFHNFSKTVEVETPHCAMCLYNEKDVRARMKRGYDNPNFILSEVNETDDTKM
Active calls of the source: *. Rows are unselected; any-hit rate near 5.6%.

Results for COc1ccc(C2C(C(=O)c3ccccc3)=C(C)Nc3nc4ccccc4n32)c(OC)c1 (configuration not stated) ?
STAT3 inh: 11.3; PPARg SRC-1 ag: -6.8; RAM inhibit: 3.9; S1P3 antagonist: 3.5; SRC2 TRFRET art: 1546; PPARg SRC-2 ag: -10.0; STAT1 inh: -5.3; TLR4-MyD88 BLA: 10.2; STAT3 act: 90.2; PPARg SRC-3 ag: 2.4; ROMK primary: -0.973

What do the screens show for `CCOC(=O)c1cc2sc(C)cc2n1CCCN1C(=O)c2ccccc2C1=O`?
STAT3 inh: 3.1; PPARg SRC-1 ag: 1.8; RAM inhibit: 10.7*; SRC2 TRFRET art: 1653; PPARg SRC-2 ag: 15.2; STAT1 inh: 4.4; TLR4-MyD88 BLA: -6.9; STAT3 act: 101.3; PPARg SRC-3 ag: 5.8

What do the screens show for `CC(=O)c1cccc(NC(=O)N2CCCC2C(=O)NC2CCCCC2)c1` (configuration not stated)?
STAT3 inh: 4.6; PPARg SRC-1 ag: 6.1; RAM inhibit: -0.3; S1P3 antagonist: 8.0; SRC2 TRFRET art: 1419; PPARg SRC-2 ag: 6.2; STAT1 inh: -1.5; TLR4-MyD88 BLA: 0.7; STAT3 act: 98.4; PPARg SRC-3 ag: 18.4; ROMK primary: 0.555

What do the screens show for `CCOc1ccc(-c2nnn(CC(=O)NCc3ccc(OC)cc3)n2)cc1OCC`?
STAT3 inh: -4.0; PPARg SRC-1 ag: -6.2; RAM inhibit: 0.6; S1P3 antagonist: 1.9; SRC2 TRFRET art: 1420; PPARg SRC-2 ag: -7.8; STAT1 inh: -1.3; TLR4-MyD88 BLA: 0.9; STAT3 act: 106.7; PPARg SRC-3 ag: 7.4

Results for Cc1cc(=O)[nH]c(N/N=C/c2sccc2C)n1 ?
STAT3 inh: -5.4; PPARg SRC-1 ag: 7.0; RAM inhibit: 0.0; S1P3 antagonist: 7.0; SRC2 TRFRET art: 1625; PPARg SRC-2 ag: 9.1; STAT1 inh: -12.0; TLR4-MyD88 BLA: -7.0; STAT3 act: 102.2; PPARg SRC-3 ag: 3.1; ROMK primary: 0

How did CC(=O)Nc1cc2ccccc2oc1=O do in these assays?
STAT3 inh: 3.6; PPARg SRC-1 ag: 11.7; RAM inhibit: 0.2; S1P3 antagonist: -3.8; SRC2 TRFRET art: 1469; PPARg SRC-2 ag: 1.6; STAT1 inh: -9.8; TLR4-MyD88 BLA: -21.0; STAT3 act: 98.2; PPARg SRC-3 ag: -4.1; ROMK primary: -0.0628

What do the screens show for `CCn1cc(Br)c(-c2nc3ccccc3c(=O)n2N)n1`?
STAT3 inh: -2.8; PPARg SRC-1 ag: -1.6; RAM inhibit: 0.0; S1P3 antagonist: -10.1; SRC2 TRFRET art: 1603; PPARg SRC-2 ag: -4.8; STAT1 inh: -15.2; TLR4-MyD88 BLA: 1.4; STAT3 act: 105.5; PPARg SRC-3 ag: 4.1

What do the screens show for `CC(=O)Nc1nc(SCC(=O)Nc2nnc(C)s2)[nH]c(=O)c1NC(=O)c1cccs1`?
STAT3 inh: 5.8; PPARg SRC-1 ag: 12.4; RAM inhibit: 2.9; S1P3 antagonist: -14.9; SRC2 TRFRET art: 1709; PPARg SRC-2 ag: 3.4; STAT1 inh: -14.9; TLR4-MyD88 BLA: 3.0; STAT3 act: 99.9; PPARg SRC-3 ag: 2.5; ROMK primary: -0.514

What do the screens show for `CC1(C)CC(=O)c2cc(C(=O)Nn3cnnc3)c(=O)n(-c3ccccc3)c2C1`?
STAT3 inh: 10.6; PPARg SRC-1 ag: -3.7; RAM inhibit: 0.3; S1P3 antagonist: -10.4; SRC2 TRFRET art: 1707; PPARg SRC-2 ag: 3.0; STAT1 inh: 4.4; TLR4-MyD88 BLA: -8.8; STAT3 act: 97.4; PPARg SRC-3 ag: 5.2; ROMK primary: 1.3

Results for O=C(NCCc1ccccc1)c1ccc2c(c1)N(Cc1ccccc1)C(=O)CS2=O (configuration not stated) ?
STAT3 inh: 0.4; PPARg SRC-1 ag: 4.7; RAM inhibit: 4.4; S1P3 antagonist: -18.4; SRC2 TRFRET art: 1738; PPARg SRC-2 ag: -3.3; STAT1 inh: 7.2; TLR4-MyD88 BLA: 9.3; STAT3 act: 99.8; PPARg SRC-3 ag: 5.1

Results for COc1ccccc1CNC(=O)c1ccc(-c2ccccc2C(F)(F)F)o1 ?
STAT3 inh: -13.9; PPARg SRC-1 ag: 9.8; RAM inhibit: 7.6; S1P3 antagonist: -14.1; SRC2 TRFRET art: 1597; PPARg SRC-2 ag: 3.5; STAT1 inh: 7.1; TLR4-MyD88 BLA: -13.3; STAT3 act: 109.2; PPARg SRC-3 ag: 4.0; ROMK primary: 0.0409

Results for CCOC(=O)c1cc(-c2ccccc2)nn1CCC#N ?
STAT3 inh: -1.4; PPARg SRC-1 ag: -2.5; RAM inhibit: 3.3; S1P3 antagonist: -18.0; SRC2 TRFRET art: 1764; PPARg SRC-2 ag: -1.4; STAT1 inh: 4.4; TLR4-MyD88 BLA: 0.6; STAT3 act: 107.2; PPARg SRC-3 ag: -1.4; ROMK primary: 0.0273

How did COc1ccc(-c2cc(C(F)(F)F)nc(N3CCOCC3)n2)cc1OC do in these assays?
STAT3 inh: 13.5; PPARg SRC-1 ag: 3.9; RAM inhibit: 2.2; SRC2 TRFRET art: 1557; PPARg SRC-2 ag: -1.5; STAT1 inh: -3.8; TLR4-MyD88 BLA: 2.6; STAT3 act: 92.9; PPARg SRC-3 ag: -10.5; ROMK primary: 0.415

What do the screens show for `CCc1nnc(NS(=O)(=O)c2ccc(Nc3ccc4nonc4c3[N+](=O)[O-])cc2)s1`?
STAT3 inh: -4.6; PPARg SRC-1 ag: 3.4; RAM inhibit: 4.2; S1P3 antagonist: 2.1; SRC2 TRFRET art: 1784; PPARg SRC-2 ag: 9.4; STAT1 inh: -1.6; TLR4-MyD88 BLA: 0.8; STAT3 act: 105.4; PPARg SRC-3 ag: 5.1; ROMK primary: -1.99

How did CC1CC(C)CN(c2ncnc3c2cnn3-c2ccc(Cl)cc2)C1 (configuration not stated) do in these assays?
STAT3 inh: -1.2; PPARg SRC-1 ag: -0.3; RAM inhibit: 5.7; S1P3 antagonist: -24.5; SRC2 TRFRET art: 1492; PPARg SRC-2 ag: -3.2; STAT1 inh: -17.7; TLR4-MyD88 BLA: 3.2; STAT3 act: 101.1; PPARg SRC-3 ag: -0.7

What do the screens show for `COc1ccc([N+](=O)[O-])cc1NC(=S)NC(NC(=O)C(c1ccccc1)c1ccccc1)C(Cl)(Cl)Cl` (configuration not stated)?
STAT3 inh: 1.9; PPARg SRC-1 ag: 3.3; RAM inhibit: 2.0; SRC2 TRFRET art: 2107*; PPARg SRC-2 ag: 7.5; STAT1 inh: 6.9; TLR4-MyD88 BLA: -26.0; STAT3 act: 107.1; PPARg SRC-3 ag: 4.4

How did CCOC(=O)C1CCCN(C(=O)CCC(=O)Nc2ccc3nc(N4CCOCC4)cc(C)c3c2)C1 (configuration not stated) do in these assays?
STAT3 inh: -2.1; PPARg SRC-1 ag: -6.0; RAM inhibit: -0.3; S1P3 antagonist: 21.3; SRC2 TRFRET art: 1496; PPARg SRC-2 ag: 6.3; STAT1 inh: 2.9; TLR4-MyD88 BLA: 4.7; STAT3 act: 104.6; PPARg SRC-3 ag: -8.7

What do the screens show for `Cc1ccc(C)c2nc3sc(C(=O)N4CCCc5ccccc54)c(N)c3cc12`?
STAT3 inh: 9.5; PPARg SRC-1 ag: 3.5; RAM inhibit: 7.4; SRC2 TRFRET art: 1391; PPARg SRC-2 ag: -7.2; STAT1 inh: -0.8; TLR4-MyD88 BLA: 11.2; STAT3 act: 96.9; PPARg SRC-3 ag: -3.0

What do the screens show for `CCOC(=O)c1c(CN(CC)CC)oc2ccc(OC)cc12`?
STAT3 inh: 0.6; PPARg SRC-1 ag: 4.5; RAM inhibit: 1.4; SRC2 TRFRET art: 1536; PPARg SRC-2 ag: 5.4; STAT1 inh: 3.7; TLR4-MyD88 BLA: -3.4; STAT3 act: 101.3; PPARg SRC-3 ag: -6.2; ROMK primary: -2.21

Results for Cc1cc(C(=O)NNC2CC(=O)N(c3ccc4ccccc4c3)C2=O)c(C)o1 (configuration not stated) ?
STAT3 inh: 4.7; PPARg SRC-1 ag: 8.5; RAM inhibit: -0.2; S1P3 antagonist: -6.3; SRC2 TRFRET art: 1754; PPARg SRC-2 ag: 12.3; STAT1 inh: -3.4; TLR4-MyD88 BLA: -0.5; STAT3 act: 99.1; PPARg SRC-3 ag: 3.3; ROMK primary: -0.00781

What do the screens show for `CCCc1nc2oc3cc(OC)ccc3c(=O)c2c(=O)n1Cc1ccco1`?
STAT3 inh: 21.2; PPARg SRC-1 ag: -1.0; RAM inhibit: -0.7; S1P3 antagonist: -4.4; SRC2 TRFRET art: 1822; PPARg SRC-2 ag: -2.8; STAT1 inh: -1.9; TLR4-MyD88 BLA: 6.3; STAT3 act: 87.3; PPARg SRC-3 ag: 10.3; ROMK primary: -0.519

How did O=C(Nc1nnc(C2COc3ccccc3O2)o1)c1ccc(F)cc1 (configuration not stated) do in these assays?
STAT3 inh: -1.1; PPARg SRC-1 ag: 2.7; RAM inhibit: 2.9; S1P3 antagonist: -2.0; SRC2 TRFRET art: 1702; PPARg SRC-2 ag: 3.1; STAT1 inh: 1.7; TLR4-MyD88 BLA: -7.4; STAT3 act: 96.8; PPARg SRC-3 ag: -8.4

What do the screens show for `COc1ccc(Cl)cc1C(=O)NNC(=O)CN1C(=O)C2CC=CCC2C1=O` (configuration not stated)?
STAT3 inh: 0.9; PPARg SRC-1 ag: -0.1; RAM inhibit: 2.5; S1P3 antagonist: -12.6; SRC2 TRFRET art: 1536; PPARg SRC-2 ag: 4.5; STAT1 inh: 0.5; TLR4-MyD88 BLA: 8.3; STAT3 act: 103.5; PPARg SRC-3 ag: 1.4; ROMK primary: 1.69

How did Cc1ccc(NC(=O)c2ccc(C(C)(C)C)cc2)cc1-n1cnnn1 do in these assays?
STAT3 inh: 6.9; PPARg SRC-1 ag: -2.9; RAM inhibit: 1.2; S1P3 antagonist: -8.5; SRC2 TRFRET art: 1461; PPARg SRC-2 ag: -5.9; STAT1 inh: -24.0; TLR4-MyD88 BLA: -2.7; STAT3 act: 96.0; PPARg SRC-3 ag: 3.0

How did CCn1c(NCc2ccccn2)nc2ccccc21 do in these assays?
STAT3 inh: -9.7; PPARg SRC-1 ag: -1.1; RAM inhibit: 2.4; SRC2 TRFRET art: 1390; PPARg SRC-2 ag: -1.5; STAT1 inh: -12.5; TLR4-MyD88 BLA: -1.4; STAT3 act: 110.2; PPARg SRC-3 ag: -6.0

Bioassay records from PubChem BioAssay.
